D1 ag: agonists of human D1 dopamine receptor; P21728; HEK293 T-REx D1 cells, calcium flux, agonist mode; activation, % at 2 µM; 360,000 compounds, 1% hits; AID 504660; in the data active = activation above about 30%; note: 0% is about no effect
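Agonism was scored from calcium flux recorded over 180 s (1 read/s) after pintool compound addition, following a 10-cycle baseline. Cells were inducible force-coupled HEK293 TREx D1, plated overnight at 30 C and loaded with no-wash calcium dye.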
RXFP1 antag: antagonists of human relaxin receptor RXFP1 | Q9HBX9 | activity change, negative = inhibition, % at 57.5 µM | AID 1259400 | 350,000 compounds, 0.59% hits | HEK293-RXFP1, relaxin-stimulated cAMP HTRF, 30 min; stronger effect = lower value;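 active = activity change of -60% or lower, but not beyond a set lower limit; inconclusive = change between -60% and -40%, or beyond the set limit; inactive = change above -40%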; note: % is set by controls: 0 for no effect and ±100 for the full control effect
D2 PAM: positive allosteric modulators of human D2 dopamine receptor. P14416. HEK293 T-REx D2, calcium flux, EC20 dopamine potentiation. potentiation, % at 10 µM. 340,000 compounds, 0.34% hits;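 active = potentiation over 3 SD above the plate norm, cut at about 30% in these data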; note: 0% is about no effect
Target sequence (P14416 whole entry, looked up): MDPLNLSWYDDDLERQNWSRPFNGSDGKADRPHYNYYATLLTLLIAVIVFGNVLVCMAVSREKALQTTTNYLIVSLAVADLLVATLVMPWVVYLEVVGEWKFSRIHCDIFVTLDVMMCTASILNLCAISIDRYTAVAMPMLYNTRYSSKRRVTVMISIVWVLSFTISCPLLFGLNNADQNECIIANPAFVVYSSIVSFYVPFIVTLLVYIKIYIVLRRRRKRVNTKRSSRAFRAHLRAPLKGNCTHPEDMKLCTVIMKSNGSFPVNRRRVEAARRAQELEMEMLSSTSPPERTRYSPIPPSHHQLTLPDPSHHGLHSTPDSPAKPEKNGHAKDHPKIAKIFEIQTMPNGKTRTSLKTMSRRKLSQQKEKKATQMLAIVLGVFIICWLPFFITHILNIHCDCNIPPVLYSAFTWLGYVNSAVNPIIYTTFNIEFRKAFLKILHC
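Cells plated with tetracycline inducer and held overnight at 30 C; calcium dye loaded 30–90 min at room temperature; baseline taken, compound added and read 180 s; EC20 dopamine then added and read 180 s.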
TRHR PAM: TRH receptor (human) allosteric enhancement; P34981; TRHR cells, fluo-8 calcium fluorescence, EC20 TRH enhancement; 360,000 compounds, 0.66% hits; enhancement, % at 2 µM; in the data active = enhancement above about 30%; note: 0% is about no effect
Target sequence (P34981 whole entry, looked up): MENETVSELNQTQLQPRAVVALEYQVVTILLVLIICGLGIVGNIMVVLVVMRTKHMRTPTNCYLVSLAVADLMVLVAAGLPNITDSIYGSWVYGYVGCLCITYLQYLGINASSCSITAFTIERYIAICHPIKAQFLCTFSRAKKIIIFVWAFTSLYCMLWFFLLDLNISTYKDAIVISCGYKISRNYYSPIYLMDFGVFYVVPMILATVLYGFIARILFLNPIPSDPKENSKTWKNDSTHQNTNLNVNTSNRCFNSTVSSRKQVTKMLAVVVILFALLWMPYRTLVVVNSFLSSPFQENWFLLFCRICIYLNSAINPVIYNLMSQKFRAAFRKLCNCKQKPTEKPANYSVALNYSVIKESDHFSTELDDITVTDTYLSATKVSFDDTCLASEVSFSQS
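Enhancer read-out: after compound pinning and an initial kinetic agonist-mode read, an EC20 of TRH (10 nM final) was injected and fluo-8 calcium signal (Ex 480/Em 530) followed at 1 s/cycle for 100 cycles in TRHR-expressing cells.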
D1 potentiator: enhances dopamine response at the human D1 receptor. potentiation, % at 10 µM. 360,000 compounds, 0.036% hits. HEK293 TREx D1 cells, calcium flux, dopamine EC20 potentiation; in the data active = potentiation above about 30%; note: 0% is about no effect
RXFP1 agonist: agonists of human relaxin receptor RXFP1. HEK293T-RXFP1 cAMP TR-FRET, 30 min; response scale: percent of porcine relaxin response, buffer zero. Potency, µM (highest dose often 57.5 µM), without a hit: top-dose activation, hits mostly activators. 370,000 compounds, 0.3% hits; note: potency is the fitted concentration of half-maximal effect; % is set by controls: 0 for no effect and ±100 for the full control effect; nearly all actives have a fitted effect of over 60% in size; many of its hits are not listed in these tables
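HEK293T cells stably expressing RXFP1 were pretreated with the PDE4 inhibitor Ro 20174, exposed to compounds for 30 min at 37C, lysed, and cAMP was read by TR-FRET. Data normalized to buffer (basal) and 29 nM porcine relaxin (100%).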
Anesthetic bind: binds horse apoferritin like a general anesthetic. 350,000 compounds, 0.074% hits. apoferritin/1-aminoanthracene competitive binding, fluorescence. Potency, µM (top dose mostly 77.5 µM), without a hit: at the top dose activity change, negative = displacement, most hits filed as inhibitors. P02791; note: potency is the fitted concentration of half-maximal effect; % is set by controls: 0 for no effect and ±100 for the full control effect; nearly all actives have a fitted effect of over 20% in size
Target sequence (P02791 2-175 limits assumed): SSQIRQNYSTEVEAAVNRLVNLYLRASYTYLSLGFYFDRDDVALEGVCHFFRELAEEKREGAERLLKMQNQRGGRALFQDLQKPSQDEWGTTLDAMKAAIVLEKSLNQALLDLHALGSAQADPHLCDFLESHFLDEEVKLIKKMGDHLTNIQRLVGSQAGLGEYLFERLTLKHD
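Probe: 1-aminoanthracene (50% saturated, PBS). Protein: horse-spleen apoferritin, 10 uM. Incubation: 10 min, room temperature. Detection: 380 nm excitation, 535 nm emission. Analysis: normalized response, four-parameter Hill.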
D1 antagonist: blocks dopamine activation of the human D1 receptor; P21728; HEK293 TREx D1 cells, calcium flux, dopamine EC80; stronger effect = lower value; activity change, negative = inhibition, % at 10 µM; 360,000 compounds, 3.2% hits; in the data active = activity change below about -30%; note: % is set by controls: 0 for no effect and ±100 for the full control effect
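Cells carrying a force-coupled, tetracycline-inducible human D1 receptor report calcium flux. Each well gets a 10 s baseline, compound with 180 s monitoring, then an EC80 dopamine stimulus with a second 180 s kinetic read.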
TRHR agonist: activates the human TRH receptor | TRHR cells, calcium flux fluo-8, FDSS agonist mode | 360,000 compounds, 0.18% hits | P34981 | activation, % at 2 µM; in the data active = activation above about 30%; note: 0% is about no effect
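Steps: seed TRHR cells overnight; add fluo-8 no-wash Ca dye, RT 30 min–1.5 h; record 10 s baseline; pin-transfer compounds; monitor fluorescence 1 cycle/s for the agonist window. Calcium increases flag candidate agonists.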
An asterisk follows results filed as active; ? = inconclusive; · = not tested or not shown; [ ] = dose if it differs, or a comment. Unless noted, calls come from the whole dose curve; as a rule, active = well fitted curve in the direction sought with a large enough effect; inconclusive = small, poorly fitted or top-dose-only effect, or another doubt; inactive = no such curve, though single readings can be large; an effect the other way counts as inactive or inconclusive. Some of the compounds tested; the hit share may differ from the screen's.

canonical_smiles	D1 ag	RXFP1 antag	D2 PAM	TRHR PAM	D1 potentiator	RXFP1 agonist	Anesthetic bind	D1 antagonist	TRHR agonist
CCOCCCNC(=O)C1CCN(Cc2ccc(OCc3ccccc3)c(OC)c2)CC1	5	-5	-4	12	2	1.4%	-20%	4	0.1
COc1ccc(CNC(=O)Cn2ccc3cc(S(=O)(=O)N4CCCC4)ccc32)cc1OC	2	3	18	8	1	0.7%	-15%	8	-0.3
CCOC(=O)N1CCC(n2c(SCC(=O)OCc3ccccc3)nc3ccsc3c2=O)CC1	2	4	9	-6	9	2.1%	43%[activator]	8	-0.3
Cc1c(CCC(=O)O)c(=O)oc2cc3occ(-c4ccc(F)cc4)c3cc12	1	10	6	8	6	2.0%	-8%	-5	-0.6
CS(=O)(=O)n1nc(OC(=O)c2cc(Br)ccc2Cl)cc1N	1	11	-8	8	-10	-0.7%	-3%	-24	0.6
Nc1nc2c(s1)CCCCCCCCCC2	1	-34	6	-4	1	0.0%	-17%	4	1.4
NC(=NC(=O)c1ccc(Cl)cc1)N1N=CCC1c1ccccc1 (configuration not stated)	2	-28	-6	-4	-8	-0.5%	-21%	·	0.9
Cc1cccc(N(Cc2nnc3n2CCCCC3)C(=O)Nc2ccccc2)c1	2	10	-6	2	-6	1.5%	-7%	-12	0.1

Compound profiles, as listed above.
Cc1c(CCC(=O)O)c(=O)oc2cc3occ(-c4ccc(F)cc4)c3cc12 is listed as D1 ag = 1; RXFP1 antag = 10; D2 PAM = 6; TRHR PAM = 8; D1 potentiator = 6; RXFP1 agonist = 2.0%; Anesthetic bind = -8%; D1 antagonist = -5; TRHR agonist = -0.6
Nc1nc2c(s1)CCCCCCCCCC2 is listed as D1 ag = 1; RXFP1 antag = -34; D2 PAM = 6; TRHR PAM = -4; D1 potentiator = 1; RXFP1 agonist = 0.0%; Anesthetic bind = -17%; D1 antagonist = 4; TRHR agonist = 1.4

Other entries follow.
canonical_smiles	D1 ag	RXFP1 antag	D2 PAM	TRHR PAM	D1 potentiator	RXFP1 agonist	Anesthetic bind	D1 antagonist	TRHR agonist
c1ccc(Cc2noc(CN3CCC(CN4CCOCC4)CC3)n2)cc1	3	10	15	9	-5	-1.1%	-6%	2	0.4
CCCCc1nc(C(N)=O)c2[nH]c(=O)n(-c3ccc(OC)c(OC)c3)c2n1	0	3	0	5	1	-1.0%	-4%	11	-0.1
C/C(=N/N=C(/C)c1cccs1)c1cccs1	9	9	-6	4	-2	-1.9%	?	11	-0.2
Cc1nc2ccccc2n1Cc1ccccc1	18	-5	6	-3	-4	-0.1%	-11%	-3	0.3
Cc1ccc(Sc2ncccc2C(=O)O)c(C)c1	2	-3	·	-2	1	-0.9%	3%	11	0.0
Cc1c(Cl)cccc1-c1ccc(C(=O)Nc2ccc3oc(-c4cccnc4)nc3c2)o1	2	-5	-3	-8	3	4.5%	3%	-27	-0.4
O=C1C=C(c2ccc(-c3ccccc3)c(F)c2)C[C@@H](c2ccc(F)cc2)C1	4	·	4	1	-4	0.0%	·	·	0.4
O=C(Nc1c(C(=O)N2CCOCC2)cnn1-c1ccccc1)c1ccccc1F	1	-5	-17	1	2	-1.4%	-8%	1	0.5

(more compounds)
canonical_smiles	D1 ag	RXFP1 antag	D2 PAM	TRHR PAM	D1 potentiator	RXFP1 agonist	Anesthetic bind	D1 antagonist	TRHR agonist
Cc1cc(C(F)(F)F)nn1CC(=O)NNC(=S)Nc1ccc(F)cc1	-2	2	11	-7	-2	0.6%	-8%	-10	-0.5
Cc1cc(CSc2ccccc2C(=O)O)on1	1	-13	-2	6	-9	4.6%	-11%	10	0.4
CN(C)C(CNC(=O)c1c(F)cccc1Cl)c1ccco1 (configuration not stated)	-1	-5	17	0	0	-4.9%	3%	5	0.7
CN(C)N1C(=O)CC(N2CCCCC2)C1=O (configuration not stated)	1	-3	-2	-2	-3	0.2%	-4%	4	0.1
COCCCn1cc(C(=O)c2cc(OC)ccc2OCC(=O)Nc2cc(C)on2)cc(C#N)c1=O	0	-16	22	5	3	1.3%	-12%	-4	0.2
O=C1CCC(=O)N1CN(C(=O)c1ccco1)c1ccccc1	4	-2	-3	-1	3	0.1%	-10%	-3	0.1
NC1=NC(=O)C(Cc2cccc(Cl)c2)S1 (configuration not stated)	4	-4	2	1	-5	-0.9%	-7%	2	0.7
O=C(O)C1(c2ccccc2)CCN(S(=O)(=O)c2ccc(Cl)cc2)CC1	2	11	8	0	-2	0.3%	-4%	-6	0.5

Filtered by structure: the compounds so far containing an aryl thioether with sulfur outside any ring
canonical_smiles	D1 ag	RXFP1 antag	D2 PAM	TRHR PAM	D1 potentiator	RXFP1 agonist	Anesthetic bind	D1 antagonist	TRHR agonist
CCOC(=O)N1CCC(n2c(SCC(=O)OCc3ccccc3)nc3ccsc3c2=O)CC1	2	4	9	-6	9	2.1%	43%[activator]	8	-0.3
Cc1ccc(Sc2ncccc2C(=O)O)c(C)c1	2	-3	·	-2	1	-0.9%	3%	11	0.0
Cc1cc(CSc2ccccc2C(=O)O)on1	1	-13	-2	6	-9	4.6%	-11%	10	0.4

Following part:
canonical_smiles	D1 ag	RXFP1 antag	D2 PAM	TRHR PAM	D1 potentiator	RXFP1 agonist	Anesthetic bind	D1 antagonist	TRHR agonist
COC(=O)C1CC(O)CN1C(=O)Nc1cccc(C(F)(F)F)c1 (configuration not stated)	3	16	11	-2	1	0.5%	-3%	-8	-1.2
COc1cc(C)ccc1Oc1ncnc(N)c1[N+](=O)[O-]	2	5	-4	1	-8	-3.2%	1%	-12	-0.6
CCCCN(CCCC)S(=O)(=O)c1ccc(SCC(=O)OCC)c([N+](=O)[O-])c1	4	11	-4	18	-1	-0.8%	?	-18	1.7
Cc1cc(C)c2c(n1)SCC(=O)N2CC(=O)Nc1cc(F)ccc1F	1	1	0	9	0	1.4%	-4%	-10	0.0
CC(C)[C@H](NC(=O)N1CCC(Cc2ccccc2)CC1)C(=O)O	2	-2	-2	9	-5	-0.1%	3%	-12	0.9
CCC/C(=N\NC(=O)CNC(=O)c1ccc(Cl)cc1)c1ccccc1	1	-13	-32	-1	5	-0.1%	16µM*	9	0.9
COc1ccc(CNC(=O)c2ccc(NS(=O)(=O)c3c(C)noc3C)cc2)cc1	5	4	5	-2	7	1.1%	-7%	5	0.2
CCc1ccc(NC(=O)CNC(=O)Cn2c(C)cc3ccccc3c2=O)cc1	1	·	26	-4	1	-2.7%	38%[activator]	-6	-0.7

(more compounds)
canonical_smiles	D1 ag	RXFP1 antag	D2 PAM	TRHR PAM	D1 potentiator	RXFP1 agonist	Anesthetic bind	D1 antagonist	TRHR agonist
CC1CCN(c2nc3c(cc2C#N)COC(C)(C)C3)CC1	0	-15	-9	0	-3	0.3%	0%	1	0.4
O=C(Cn1c(=O)c2c(ncn2Cc2ccccc2)n(Cc2ccccc2)c1=O)N1CCCC1	1	-5	22	15	-3	-2.5%	-11%	1	0.0
Cc1cc(=O)n2[nH]c(COc3ccccc3)nc2n1	1	-4	1	-4	-4	-0.9%	22%	-4	-0.3
COC(=O)[C@H](CCSC)NC(=O)NCc1ccccc1F	1	-10	9	3	-6	0.2%	-3%	-3	-0.6
O=C(NCC1CCCN1S(=O)(=O)c1cccs1)C(=O)Nc1ccccc1 (configuration not stated)	4	0	-5	2	-2	0.8%	·	8	0.2
O=C(c1cccs1)n1nc(-c2ccccc2)nc1NCc1ccco1	10	-14	-1	-2	1	2.4%	3%	2	1.2
Cc1ccc(-c2cn(-c3ccccc3F)c(=S)[nH]2)cc1	1	8	-3	-1	-2	0.3%	-8%	-19	-0.1
COc1ccc2[nH]c(=O)c(CN(c3ccccc3)S(=O)(=O)c3ccccc3)cc2c1	2	-11	-18	-8	-3	24%	-15%	0	-0.5

Following part:
canonical_smiles	D1 ag	RXFP1 antag	D2 PAM	TRHR PAM	D1 potentiator	RXFP1 agonist	Anesthetic bind	D1 antagonist	TRHR agonist
COc1ccc(Cn2c(SCc3ccc(C(=O)NC4CCCCC4)cc3)nc3cccnc32)cc1	6	-10	-1	7	4	?	-7%	6	1.4
COc1ccc(-c2cc(C(=O)Nc3sc4c(c3C#N)CCCC4)no2)cc1OC	1	-3	0	1	-1	4.6%	-2%	6	0.2
O=c1[nH][nH]cc1C=Nc1ccccc1O	4	10	-1	-15	2	2.6%	-21%	5	1.5
CC(C)(Cc1nc2ccccc2[nH]1)C(=O)O	0	-4	10	-3	-4	2.2%	-4%	3	0.2
COc1nc(NC(C)(C)C)nc(Oc2ccc(=O)n(-c3ccccc3)n2)n1	1	-7	-2	-11	0	0.7%	-17%	1	-0.8
O=C1CC2(CCN(C(=O)c3ccccc3F)CC2)Oc2ccccc21	0	-8	-1	1	-9	0.3%	·	10	0.2
Cc1c(O)ccc(-c2[nH]ncc2-c2nc3ccccc3s2)c1O	7	-17	-8	-10	-10	1.4%	-11%	-43*	0.0
COCCN(Cc1cc2c(C)cc(C)cc2nc1Cl)C(=O)c1ccccc1F	3	0	-1	5	-3	0.1%	-3%	12	-0.4
CC1(C)Cc2c(cnn2-c2ccccc2)C(=O)/C1=N\NC(=O)c1ccccc1N	0	-13	3	1	4	0.1%	-17%	6	0.0
CCOc1ncccc1C(=O)N1CCCSC1=Nc1ccc(C(C)=O)cc1	5	1	5	5	-1	2.0%	-4%	3	-0.9
COc1cc(C2C3=C(CC(C)(C)CC3=O)Nc3c2c(=O)[nH]c(=O)n3Cc2ccccc2)ccc1O (configuration not stated)	4	-3	-9	6	5	0.0%	6%	13	8.8

From PubChem BioAssay
